FLuc counter = qHTS profiling assay for firefly luciferase inhibitor/activator using purifed enzyme and Km concentrations of substrates (counterscreen for miR-21 project). Potency, µM (doses to about 57.5 µM), inactives show at the top dose activity change, negative = inhibition, hits mostly inhibitors. AID 588342, 2011. 360,000 tested, 6.9% active. Luciferin 4-monooxygenase (Photinus pyralis), P08659. purified FLuc, Km substrates, luminescence inhibition;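 further: plate controls were vehicle for no effect and reference inhibitor for full effect; nearly all actives have a fitted effect of over 55% in size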
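Purified P. pyralis luciferase, 10 nM final, with Km-level 10 uM D-luciferin and 10 uM ATP in 50 mM Tris acetate pH 7.5, 10 mM Mg acetate, 0.01% Tween-20, 0.05% BSA; 6-point qHTS titration about 60 µM downward; luminescence read.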
BRCA1 expr up = qHTS Assay to Identify Small Molecule Activators of BRCA1 Expression. MCF7-BRCA1-FFLuc reporter, luminescence, 48 h; response scale: scaled: vehicle 0%, 10 µM genistein 100%. Potency, µM (doses to about 46.1 µM), for the others: at the top dose activation, most hits filed as activators. 380,000 tested, 1.1% active; further: nearly all actives have a fitted effect of over 80% in size; some results filed as inactive show a strong effect at the top dose
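MCF7-BRCA1-FFLuc, 2000 cells/well; 2 h attach, 37 °C/5% CO2; compound 48 h; luciferase substrate 15 min; luminescence end-point. Norm. to genistein 10 microM max activation and DMSO; concentration-response curves fitted.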
NPC1 promoter act = qHTS Assay for NPC1 Promoter Activators | Huh7 NPC1 promoter luciferase reporter, 24 h | Potency, µM (titrated, usually from 9.22 µM), without a hit: top-dose activation, most hits filed as activators | 320,000 tested, 2.4% active;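 further: % of control where 0% means no effect; nearly all actives have a fitted effect of over 60% in size; reporter is driven by a mutant NPC1 promoter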
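Stable NPC1-promoter luciferase Huh7 line; cpd (DMSO) 24 h, 37 °C, 5% CO2; Amplite luciferase reagent 10 min RT; luminescence readout. qHTS format.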
Gal4-VP16 FLuc = VP16 counterscreen qHTS for inhibitors of ROR gamma transcriptional activity. Potency, µM (doses to about 53.6 µM), without a hit: at the top dose activity, negative = inhibition, hits mostly inhibitors. Drosophila S2 Gal4-VP16 UAS-luciferase, luminescence, 20 h. 310,000 tested, 3.5% active;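 further: Gal4-VP16 expression switched on by copper sulfate through the metallothionein promoter; on the % scale 0 is the no-effect control and ±100 the full control effect; nearly all actives have a fitted effect of over 50% in size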
Rab9 prom act = qHTS Assay for Rab9 Promoter Activators; Potency, µM (doses to about 9.22 µM), inactives show at the highest dose activation, negative = inhibition, hits mostly activators; Huh7 Rab9 promoter-luciferase reporter, luminescence, 24 h; 320,000 tested, 2.8% active; further: % of control where 0% means no effect; nearly all actives have a fitted effect of over 60% in size
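Cells were plated at 1500 per well in reduced-serum medium with 10% FBS and left 2 h. Compound in DMSO was then added for 24 h at 37 °C. Reporter signal was read by luminescence after 10 min with luciferase detection reagent.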
uPA generation = qHTS for Inhibitors of Cell Surface uPA Generation; AID 540303, 2011; Potency, µM (doses to about 38.3 µM), for the others: at the top dose activity change, negative = inhibition, most hits filed as inhibitors; cell surface uPA generation assay, qHTS; 330,000 tested, 0.31% active; active means well fitted inhibition curve with a large enough effect; inconclusive means small, poorly fitted or top-dose-only effect; inactive means no such curve, though single readings can be large or run the other way; tested in mouse RAW 264.7 cells; further: on the % scale 0 is the no-effect control and ±100 the full control effect; nearly all actives have a fitted effect of over 55% in size
RORgamma inh = qHTS for inhibitors of ROR gamma transcriptional activity; Nuclear receptor ROR-gamma (Mus musculus), P51450; Drosophila S2 Gal4-RORgamma UAS-luciferase reporter, 20 h; Potency, µM (titrated, usually from 53.6 µM), without a hit: at the highest dose activity change, negative = inhibition, most hits filed as inhibitors; 310,000 tested, 5.4% active; AID 2551, 2010; further: on the % scale 0 is the no-effect control and ±100 the full control effect; nearly all actives have a fitted effect of over 60% in size
Target sequence (P51450 whole entry, looked up, the tested form may be a part): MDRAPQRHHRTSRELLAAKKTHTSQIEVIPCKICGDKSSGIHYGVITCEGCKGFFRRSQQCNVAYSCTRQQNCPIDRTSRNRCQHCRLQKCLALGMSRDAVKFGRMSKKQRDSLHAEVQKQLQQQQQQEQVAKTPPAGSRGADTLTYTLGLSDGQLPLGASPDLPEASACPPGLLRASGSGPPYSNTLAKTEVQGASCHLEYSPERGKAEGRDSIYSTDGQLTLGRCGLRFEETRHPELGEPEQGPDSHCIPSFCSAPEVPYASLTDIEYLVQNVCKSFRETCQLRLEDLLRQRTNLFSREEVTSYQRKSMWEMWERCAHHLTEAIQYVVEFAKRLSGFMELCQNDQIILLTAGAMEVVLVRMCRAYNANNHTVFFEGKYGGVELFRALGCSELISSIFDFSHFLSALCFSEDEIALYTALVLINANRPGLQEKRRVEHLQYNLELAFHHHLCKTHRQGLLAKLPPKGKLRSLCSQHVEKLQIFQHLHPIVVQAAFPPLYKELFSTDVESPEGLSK
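A Gal4/UAS one-hybrid system in insect cells: metallothionein-promoter Gal4–ROR gamma fusion plus Photinus luciferase reporter. Copper sulfate 700 uM final, 20 hr ambient incubation, luminescent detection after 10 min with reagent.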
ELG1 genotoxic = qHTS screen for small molecules that induce genotoxicity in human embryonic kidney (HEK293T) cells expressing luciferase-tagged ELG1. HEK293T ELG1-luciferase reporter, luminescence, 16 h. AID 504466, 2011. 330,000 tested, 1.3% active. Potency, µM (doses to about 46 µM), inactives show top-dose activity change, positive = activation, actives largely listed as activators; further: % of control where 0% means no effect; nearly all actives have a fitted effect of over 60% in size
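16 hr compound incubation (37 °C, 5% CO2) of HEK293T cells carrying luciferase-tagged ELG1; luciferase then measured by ONE-Glo luminescence after 30 min at RT.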
CXXC DNA block = qHTS Fluorescence Polarization Assay for Inhibitors of MLL CXXC domain - DNA interaction; AID 2662, 2010; Potency, µM (series often up to 115 µM), inactives show top-dose activity change, negative = inhibition, most hits filed as inhibitors; 290,000 tested, 0.037% active; MLL-CXXC / FITC-HOXA9 DNA fluorescence polarization; Histone-lysine N-methyltransferase 2A (Homo sapiens), Q03164; active means well fitted inhibition curve with a large enough effect in the polarisation, with a control signal flat, not every such curve was filed as active; inconclusive means small, poorly fitted or top-dose-only effect, or effect the other way, or a change in a side signal; inactive means no such curve, though single readings can be large or run the other way; the % refers to the polarisation
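Steps: dispense CXXC domain solution (7 uM) → pin compounds or unlabeled HOX-A9 DNA control → 5 min ambient → add FLSN-HOX-A9 solution (50 nM) → spin → 30 min ambient → fluorescence polarization. Tris pH 7.5/NaCl/DTT/BSA buffer.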
MBNL1-CUG inh = qHTS Assay for Inhibitors of MBNL1-poly(CUG) RNA binding. TR-FRET MBNL1-His/biotin-(CUG)12 binding, 665/545 ratio. Potency, µM (highest dose often 57.5 µM), without a hit: top-dose activity change, negative = inhibition, actives largely listed as inhibitors. 280,000 tested, 0.036% active; active means well fitted inhibition curve with a large enough effect in the signal ratio, with a control signal flat, not every such curve was filed as active; inconclusive means small, poorly fitted or top-dose-only effect, or effect the other way, or a change in a side signal; inactive means no such curve, though single readings can be large or run the other way; the % refers to the signal ratio; further: on the % scale 0 is the no-effect control and ±100 the full control effect
Target sequence (Q9NR56 whole entry, looked up): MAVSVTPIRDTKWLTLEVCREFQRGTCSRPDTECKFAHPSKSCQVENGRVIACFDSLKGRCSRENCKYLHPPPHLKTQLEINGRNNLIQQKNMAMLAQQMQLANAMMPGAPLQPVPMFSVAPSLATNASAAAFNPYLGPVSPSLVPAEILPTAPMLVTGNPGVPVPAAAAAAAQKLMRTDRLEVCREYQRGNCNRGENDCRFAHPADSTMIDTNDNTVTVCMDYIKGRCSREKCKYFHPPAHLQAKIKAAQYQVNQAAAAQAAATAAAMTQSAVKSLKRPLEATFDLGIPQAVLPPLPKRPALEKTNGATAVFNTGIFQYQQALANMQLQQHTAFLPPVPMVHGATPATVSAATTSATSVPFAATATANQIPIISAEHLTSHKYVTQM
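TR-FRET readout: Ex 340 nm, 665/545 nm emission ratio, normalized to buffer-only (basal) and MBNL1-(CUG)12 controls. Complex of MBNL1-His with Biotin-(CUG)12, compounds 92 nM–58 uM, incubated 60 min at room temperature.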
p53 reactivation = qHTS assay for re-activators of p53 using a Luc reporter | H1299 p53-A138V BP100-luciferase reporter, luminescence, 24 h | Potency, µM (top dose mostly 92.2 µM), for inactives: top-dose activity change, positive = activation, actives largely listed as activators | 320,000 tested, 0.063% active | AID 504706, 2011; further: % of control where 0% means no effect; nearly all actives have a fitted effect of over 45% in size
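H1299 (p53-null), stable ts p53-A138V + BP100-Luc; 1000 cells/well, Opti-MEM/10% FBS; cpd 4 pt, 1:5; 24 h, 37 deg C, 5% CO2; detection reagent 10 min RT; luminescence.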
* hit, by the source's call; ? = inconclusive; / = not tested or not shown; [ ] = dose if it differs, or a comment. Unless noted, the call rests on the fitted dose curve; in most records, active means well fitted curve in the direction sought with a large enough effect; inconclusive means small, poorly fitted or top-dose-only effect, or another doubt; inactive means no such curve, though single readings can be large; an effect the other way counts as inactive or inconclusive. Potency means the concentration at half of the fitted maximal effect. These rows are one share of the data; rates above refer to the full screens.

Values run as follows: FLuc counter	NPC1 promoter act	MBNL1-CUG inh	Gal4-VP16 FLuc	Rab9 prom act	ELG1 genotoxic	p53 reactivation	CXXC DNA block	uPA generation	BRCA1 expr up	RORgamma inh
(1) Cc1ccc(NC(=O)C2(c3ccccc3)CCOCC2)c([N+](=O)[O-])c1
  -2%	-3%	?	-5%	-1%	2%	-10%	-3%	6%	2%	-3%
(2) Cc1cc(NC(=O)CCC(=O)N(Cc2cccnc2)C(C(=O)NC(C)(C)C)c2ccccc2Cl)no1 (configuration not stated)
  -1%	-2%	-4%	0%	1%	0%	8%	7%	-1%	-2%	15%
(3) O=C(Nc1sc2c(c1C(=O)NCCCO)CCCC2)c1ccccc1
  -11%	-15%	38%[activator]	-1%	6%	1%	12%	9%	3%	0%	-14%
(4) COc1cc2c(cc1OC)C(C)N(C(=S)Nc1ccccc1)CC2 (configuration not stated)
  10%	-2%	-4%	-14%	-3%	-3%	-20%	11%	0%	29%	?
(5) O=C1c2ccccc2C(=O)N1Cc1nc(-c2ccccn2)no1
  -15%	/	?	-13%	/	/	/	0%	1%	12%	3%
(6) Cn1ncc2c(Nc3ccc([N+](=O)[O-])cc3)nc(Cl)nc21
  0%	0%	18%	7%	-3%	0%	-6%	1%	-4%	-8%	14%
(7) O=C(Nc1ccc(Cl)cc1)N1CCC(c2nc(-c3cccs3)no2)CC1
  ?	6%	2%	-6%	0%	-8%	?	-10%	/	-1%	-5%
(8) COc1ccc(CCNC(=O)c2ccc(NC3=NC4CS(=O)(=O)CC4S3)cc2)cc1OC (configuration not stated)
  2%	-3%	-6%	2%	-6%	0%	0%	13%	-9%	4%	-18%
(9) Cc1ccc(NS(=O)(=O)c2ccc(C(=O)NCCCN3CCCC3=O)cc2)cc1
  3%	2%	/	/	-3%	0%	-3%	/	0%	-30%	/
(10) CCCCN(CC)CCCNC(=O)c1cn(-c2ccc(OC)cc2)c(=O)c2ccccc12
  0%	-5%	-3%	2%	-8%	0%	-3%	11%	-11%	-15%	18%
(11) CN(C)c1nc(SCCOC(=O)c2ccccc2)nc(N(C)C)n1
  1%	-3%	-5%	1%	-9%	-7%	3%	7%	/	8%	-3%
(12) Cc1ccc(N2C(=O)[C@@H]3C(C(=O)CCN4C(=O)c5ccccc5C4=O)=NN[C@@H]3C2=O)cc1
  -4%	2%	37%[activator]	-9%	2%	2%	-8%	2%	-4%	-12%	27%
(13) CCN(CC)S(=O)(=O)c1ccc(Cl)c(NC(=O)c2ccccc2C)c1
  -2%	-2%	1%	-3%	-1%	-6%	5%	-13%	7%	-10%	-2%
(14) Cc1coc2c(O)cc3c(c12)OC1(N2CCCCC2)C(=O)NCCCC31 (configuration not stated)
  ?	-2%	15%[11.5 µM]	?	3%	2%	-21%	0%	-9%	-105%[inhibitor]	13µM*
(15) O=C(c1ccc2snnc2c1)N1CCCCC1
  4%	-2%	0%	1%	2%	4%	-8%	2%	1%	-2%	-43%
(16) Cc1ccc2[nH]cc(CCNC(=O)c3cccs3)c2c1
  -18%	9%	-13%	-5%	6%	1%	4%	-3%	-1%	-31%	11%
(17) CCOc1cc(C(=O)N(C)c2ccccc2)cc(OCC)c1OCC
  6%	-6%	2%	1%	-10%	-5%	-3%	2%	13%	5%	5%
(18) CC(C)(C)NC(=O)C(c1ccc(F)cc1)N(CC1CCCO1)C(=O)c1csnn1 (configuration not stated)
  1%	0%	-12%	-2%	0%	3%	-1%	26%	1%	1%	0%
(19) CCn1nnnc1SCC(=O)Nc1ccc(OC)cc1
  -3%	7%	6%	25%	5%	9%	?	-1%	2%	74%	-3%
(20) O=C1CSC(c2ccccc2)N1c1ccccc1F (configuration not stated)
  1%	-6%	-3%	-12%	1%	0%	-2%	-10%	-7%	-8%	-4%
(21) C=CCn1cc([N+](=O)[O-])nc1C
  1%	1%	3%	-3%	-3%	5%	3%	8%	-3%	-43%	-16%
(22) Cc1ccc(/C=N/NC(=O)CSCc2ccc(Cl)cc2)cc1
  -2%	0%	-5%	-18%	14%	2%	-1%	12%	5%	1%	25%
(23) O=C(c1cc([N+](=O)[O-])cc([N+](=O)[O-])c1)N(c1ccccn1)c1ccccn1
  0%	0%	?	2%	-2%	-3%	11%	-24%	33%[activator]	2%	?
(24) O=C(CCn1cccc1)Nc1ccccc1F
  2%	-1%	4%	5%	3%	2%	?	3%	3%	16%	17%
(25) COc1ccccc1C(=O)NC(=O)COC(=O)Cc1ccccc1[N+](=O)[O-]
  6%	-1%	/	/	1%	4%	4%	/	-4%	-22%	/
(26) CCc1ccc2c(c1)C(NC(C)=O)C(=O)N2CC (configuration not stated)
  1%	-3%	-2%	4%	1%	1%	3%	0%	0%	-6%	-34%
(27) O=[N+]([O-])c1ccccc1/C=N/n1c(COc2ccccc2)n[nH]c1=S
  -3%	-2%	?	5%	18%	-2%	9%	5%	9%	-29%	-17%
(28) COC(=O)CNC(=O)/C=C/c1cc(Br)ccc1OC
  -2%	-5%	26%	-5%	-2%	2%	1%	-7%	-3%	-14%	12%
(29) Nc1ccc(C(=O)OCc2nc3ccccc3s2)cc1
  17µM*	17%	-1%	11%	27%	?	2%	5%	-3%	89%	35%
(30) COc1cc(-c2nc(-c3ccc(NC(=O)c4ccc(Br)o4)cc3)no2)cc(OC)c1OC
  ?	0%	-3%	2%	24%	5%	8%	-10%	/	-31%	37%
(31) COC(=O)NNC1=CC(=O)CC(C)(C)C1
  -1%	-1%	-2%	5%	10%	3%	10%	-9%	8%	23%	-10%
(32) COc1ccc(OC2CCN(S(=O)(=O)c3ccc(C(C)=O)cc3)CC2)cc1
  2%	-8%	-3%	0%	5%	-7%	-3%	8%	7%	-1%	41%
(33) N/C(=N\OC(=O)c1cc(Br)ccc1Cl)c1ccccn1
  3.8µM*	?	2%	?	?	?	1%	-12%	-16%	-5%	-44%
(34) COc1cccc(NC(=O)CSc2nnc(-c3ccoc3C)n2C)c1
  0%	2%	0%	1%	0%	0%	-3%	5%	-1%	13%	-11%
(35) CSc1c(-c2ccccc2)nc2ccccc2c1C(=O)O
  0%	1%	-5%	-5%	4%	0%	1%	6%	-2%	9%	-10%
(36) O=C(Nc1cccc(C(=O)N2CCN(c3ccc(F)cc3)CC2)c1)c1ccccc1
  -1%	-4%	-1%	-11%[10 µM]	-5%	-14%	-6%	0%	2%	-19%	20%
(37) CC(C(=O)N1CCOCC1)N1C(=O)C2C3CC(C(Br)C3Br)C2C1=O (configuration not stated)
  -2%	-1%	19%	2%	3%	0%	-3%	5%	7%	14%	-12%
(38) CCCCN(C(=O)NC(=O)Nc1nc2ccc(OC)cc2s1)S(C)(=O)=O
  24µM*	?	-1%	-81%	?	8.2µM*	?	-5%	?	?	-22%
(39) O=C(NCC1(c2ccccc2)CCCC1)c1ccco1
  -2%	1%	-3%	8%	-2%	1%	0%	-7%	-1%	18%	15%
(40) CC(=O)Nc1ccc(NC(=O)/C=C/c2ccc3c(c2)OCO3)cc1
  ?	13%	25%	-14%	19%	9%	0%	6%	4%	-16%	10%
(41) O=C(c1ccc(COc2ccccc2Cl)o1)N1N=C(C(F)F)CC1(O)C(F)F (configuration not stated)
  ?	-1%	-13%	?	-1%	-1%	1%	6%	3%	-17%	-41%
(42) CC(C)CCN1CCN(Cc2ccon2)CC1CCO (configuration not stated)
  1%	2%	-19%	-1%	-13%	1%	4%	-5%	-3%	-1%	1%
(43) Cc1ccc(NC(=O)c2ccc(F)c(S(=O)(=O)N3CCOCC3)c2)cc1F
  -1%	-4%	-6%	-9%	-6%	-12%	?	-5%	-24%	-46%	?
(44) COc1ccccc1NC(=O)c1cc2c(=O)n(C)c3ccccc3c2n1C
  ?	-1%	-3%	-2%	-5%	-8%	-3%	-6%	?	-34%	-4%
(45) Cc1nc2ccccc2c2oc(C(=O)NCCCN3CCCC(C)C3)cc12 (configuration not stated)
  4%	-5%	-10%	-14%	-1%	6%	-7%	6%	-15%	21%	2%
